Assay outcomes from PubChem BioAssay.
CRFBP-R2 agonist: agonists of human CRF-binding protein/CRF-R2 receptor complex; activation, % at 13.2 µM; HEK293 CRF-R2/CRF-BP, calcium dye fluorescence (FLIPR); percent of saturating CRF peptide response; 350,000 tested, 0.46% active; AID 588473;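 active = activation of at least 50%, plus an integration ratio under a set limit after plate pattern correction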;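 also: plate controls were neutral control wells without compound for no effect and CRF at EC100 for full effect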
M5 ag: CHRM5 agonism in calcium assay | 360,000 tested, 0.19% active | activation, % at 3 µM | CHO-K1 hM5 cells, Fluo-8 calcium fluorescence; 0% DMSO wells, 100% maximal acetylcholine response | P08912;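 active = activation above the run's mean over test compounds plus 3 SD, cut at about 23% in these data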;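 also: signal is peak over basal fluorescence ratio across the kinetic read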
M5 PAM: potentiates acetylcholine response at human M5 receptor; P08912; CHO-K1 hM5, Fluo-8 calcium, ACh EC20 PAM; 0% = ACh EC20, 100% = ACh EC100; activation, % at 3 µM; 360,000 tested, 0.3% active; AID 624038;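 active = activation above the run cutoff, the mean activation of all test compounds plus 3 SD, cut at about 18% in these data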
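Measured by: Fluo-8 calcium fluorescence; material: human M5 receptor in CHO-K1 cells; schedule: Post-acetylcholine fluorescence recording 140 s; benchmarks: low control EC20 acetylcholine (0%), high control EC100 acetylcholine (100%); read-out: Max/basal fluorescence ratio as % of EC20–EC100 ACh window; compound: single dose, 3 µM nominal final test concentration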
CHRM1 PAM: human CHRM1 positive allosteric modulation. AID 588819. CHO-K1 hM1, Fluo-8 calcium fluorescence, ACh EC20; 0% = ACh EC20, 100% = maximal ACh. activation, % at 3 µM. 360,000 tested, 0.088% active; in the data active = activation above about 19%, passing the limit was not always enough
Target sequence (P11229 whole entry, looked up): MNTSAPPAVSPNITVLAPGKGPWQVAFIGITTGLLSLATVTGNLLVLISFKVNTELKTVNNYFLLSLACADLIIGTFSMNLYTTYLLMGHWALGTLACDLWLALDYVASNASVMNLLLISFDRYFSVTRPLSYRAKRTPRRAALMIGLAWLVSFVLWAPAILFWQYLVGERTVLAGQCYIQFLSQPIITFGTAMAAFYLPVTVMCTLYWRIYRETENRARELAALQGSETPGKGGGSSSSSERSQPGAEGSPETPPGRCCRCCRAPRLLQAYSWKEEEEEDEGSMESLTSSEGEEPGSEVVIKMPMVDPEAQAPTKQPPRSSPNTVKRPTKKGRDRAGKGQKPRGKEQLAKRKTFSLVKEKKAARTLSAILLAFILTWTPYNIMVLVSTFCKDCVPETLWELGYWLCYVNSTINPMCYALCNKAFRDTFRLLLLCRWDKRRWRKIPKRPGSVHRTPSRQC
M5 antag: blocks acetylcholine activation of human M5 receptor; P08912; CHO-hM5 cells, Fluo-8 calcium fluorescence, ACh EC80; inhibition, % at 3 µM; 360,000 tested, 0.59% active;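 active = inhibition above a per-plate cutoff, the mean of that plate's test compounds plus 3 SD, cut at about 27% in these data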;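 also: 0% = acetylcholine EC80 with DMSO and 100% = DMSO without agonist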
CHRM4 agonist: agonists of human muscarinic M4 receptor (CHRM4). CHO-K1 hM4/Gqi5, Fluo-8 calcium fluorescence; vehicle 0%, full acetylcholine response 100%. activation, % at 3 µM. 360,000 tested, 0.14% active. AID 624127;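 active = activation above the run mean over all test wells plus 3 SD, cut at about 32% in these data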;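 also: peak over basal fluorescence ratio per well then scaled between controls; 0% = DMSO wells and 100% = acetylcholine at EC100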
Target sequence (P08173 whole entry, looked up): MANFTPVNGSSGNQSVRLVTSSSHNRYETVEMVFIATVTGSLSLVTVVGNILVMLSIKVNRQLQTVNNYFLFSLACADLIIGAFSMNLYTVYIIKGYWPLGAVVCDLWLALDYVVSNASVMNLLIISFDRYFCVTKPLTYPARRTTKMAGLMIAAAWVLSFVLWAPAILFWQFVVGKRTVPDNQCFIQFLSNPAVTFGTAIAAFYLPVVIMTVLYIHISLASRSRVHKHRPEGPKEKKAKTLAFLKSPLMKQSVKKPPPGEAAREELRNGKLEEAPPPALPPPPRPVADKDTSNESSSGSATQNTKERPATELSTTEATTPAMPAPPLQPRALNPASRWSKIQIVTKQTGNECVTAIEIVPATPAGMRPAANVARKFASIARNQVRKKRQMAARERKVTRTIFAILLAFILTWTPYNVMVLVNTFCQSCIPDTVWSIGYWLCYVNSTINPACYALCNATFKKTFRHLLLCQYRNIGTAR
CRFBP-R2 block: blocks CRF-induced signaling of the CRF-BP/CRF-R2 complex. HEK293 CRF-R2/CRF-BP, CRF-induced calcium fluorescence. inhibition, % at 11.8 µM. 350,000 tested, 0.59% active. AID 588475;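 active = inhibition of the ligand-induced calcium signal above about 50% at the single tested concentration, limit read from the data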
M4 antag: blocks acetylcholine activation of human M4 receptor | P08173 | CHO-hM4 cells, ACh EC80, Fluo-8 calcium fluorescence | inhibition, % at 3 µM | 360,000 tested, 0.73% active | AID 624125;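 active = inhibition above its plate's cutoff, the mean inhibition of sample wells plus 3 SD, cut at about 27% in these data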;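 also: 0% = acetylcholine EC80 with DMSO and 100% = DMSO without agonist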
CHRM4 PAM: positive allosteric modulators of human muscarinic M4 receptor; CHO-K1 hM4/Gqi5, Fluo-8 calcium fluorescence, ACh EC20; 0% = ACh EC20, 100% = maximal ACh; activation, % at 3 µM; 360,000 tested, 0.4% active;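 active = activation above its plate's cutoff, the mean activation of sample wells plus 3 SD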; also: some results filed as inactive read as strong as hits
Active calls of the source: *; / = no result given. Compounds as they come. About 2.6% of those tested had a hit in this group.

Molecule	CRFBP-R2 block	M5 antag	M5 PAM	M5 ag	CRFBP-R2 agonist	CHRM4 agonist	CHRM1 PAM	CHRM4 PAM	M4 antag
Cc1ccc(OCC(=O)Nc2ccc(S(=O)(=O)Nc3ccccn3)cc2)cc1C	-51	-1	-1	1	0.8	6	4	-6	5
Cn1ncc(Br)c1NC(=O)c1ccco1	13	-5	3	-5	0.3	1	11	6	-7
CCOc1ccccc1C(=O)NC1CC2CCCC(C1)N2Cc1ccccc1 (stereo unspecified)	-4	-3	-3	-13	-1.8	0	-10	-5	2
CC(=O)Cn1cnc2c(cnn2-c2ccccc2)c1=O	4	4	-5	0	0.1	12	2	-1	-12
CCCn1nc(C(=O)OCC(=O)Nc2ncc(Cl)c(C)c2Cl)c2ccccc2c1=O	5	4	-2	-3	6.2	-1	4	1	0
O=C(Nc1ccccc1)c1cc(C2CCCN(C(=O)CCc3ccccc3)C2)on1 (stereo unspecified)	/	-1	-2	0	/	3	0	-7	-2
CCc1ccccc1NC(=O)CSc1nnc([C@@H]2CCCN2C(=O)OC(C)(C)C)o1	-3	-11	11	-6	-2.1	2	1	0	-17
Cc1cc(C)nc(N(C#N)Cc2cccc(Cl)c2)n1	-12	1	7	-2	-1.8	-2	8	-2	-2
CC(=O)Nc1ccc(S(=O)(=O)NCCc2cc3ccc(C)c(C)c3[nH]c2=O)cc1	-5	-2	7	-5	0.5	0	4	2	-1
COc1ccc(Br)c(Cn2c(C)c(C(=O)NCc3cccc([N+](=O)[O-])c3)sc2=O)c1	/	2	-12	1	/	5	-31	-16	31*
O=C(c1ccc(Cl)cc1[N+](=O)[O-])N1CCOCC1	6	4	2	-3	-1.5	3	1	4	-1
Cc1ccc(S(=O)(=O)CCSc2nc(C)cc(C(F)(F)F)c2C#N)cc1	-8	-1	3	0	18	1	-1	-2	-5
Cn1cc(CNC(=O)C2CCC(=O)N(Cc3cccc(C(F)(F)F)c3)C2)cn1 (stereo unspecified)	4	13	1	-3	0.8	0	10	-2	4
N#Cc1ccsc1NC(=O)COC(=O)CCS(=O)(=O)c1ccccc1	-8	11	5	2	0.4	2	14	1	-11
CCN1C(=O)C(CC(=O)Nc2ccc(OC)cc2)N(CCN2CCOCC2)C1=S (stereo unspecified)	5	0	4	5	0.0	0	2	-11	3
COc1ccccc1CN1C[C@@H]2C[C@@H](c3[nH]c4ccc(C)cc4c3C)N3CCC[C@@]23C1=O	-10	6	0	-1	1.3	3	10	-3	0
CC(=O)N1c2ccc(S(=O)(=O)N3CCCC3)cc2CC1C(=O)NC(C)C (stereo unspecified)	-12	-1	6	-1	1.7	0	14	-1	-1
Cc1c(Br)c([N+](=O)[O-])nn1CC(=O)c1ccccc1	-2	-7	4	-3	-0.3	0	2	11	7
COc1ccc2c(CC(=O)OCc3nc4ccsc4c(=O)[nH]3)coc2c1	7	15	-8	1	-1.6	2	15	10	6
O=C(COC(=O)CCc1nc2ccccc2c(=O)[nH]1)NC(c1ccccc1)c1ccccc1	-20	-3	4	-8	2.1	1	3	-4	-9
COC(CNC(=O)[C@H](CSCc1ccccc1)N1Cc2ccccc2C1=O)OC	-2	4	-2	2	3.6	2	-8	2	10
COc1ccccc1N1CC(C(=O)Nc2ccc(N3CCOCC3)cc2)CC1=O (stereo unspecified)	-4	17	2	0	-1.5	1	12	6	6
Cc1ccc(CNC(=O)CN(CCc2ccccc2)S(C)(=O)=O)cc1	-1	23	-17	0	-4.3	17	-14	-15	8
Cc1noc(C)c1NC(=O)N(C)C[C@H]1Oc2c(NC(=O)C3CCCCC3)cccc2C(=O)N([C@H](C)CO)C[C@@H]1C	2	-9	1	0	-3.3	0	4	7	-8
COC(=O)C1=C(C)NC(=S)N(C(C)=O)C1c1ccc(OC)c(OC)c1 (stereo unspecified)	-8	0	-4	-2	1.1	0	11	-8	1
O=C(CCC(=O)OCc1ccc(C(=O)Oc2ccc(Cl)cc2)cc1)Nc1ccccc1	-2	-4	0	3	20	2	10	5	-21
COc1cc(OC)cc(N(C(=O)CNC(=O)c2cccs2)C(C(=O)NCC2CCCO2)c2ccccc2)c1 (stereo unspecified)	-13	23	-10	-1	1.5	14	-1	-4	2
Cc1ccc(O)c(CNc2cnc3ccccc3c2)c1	-3	7	-4	3	11	13	2	-14	9
C/C(=N\NC(=O)c1cccc(S(=O)(=O)N2CCCC2)c1)c1ccco1	2	10	-4	-2	0.0	2	5	-2	-1
CCCCOc1ccc(NC(=O)CN2CCN(C(=O)OCC)CC2)cc1	24	2	4	-2	-0.2	2	2	-7	8

Three compounds from above, sorted by length of the SMILES, low to high.
Molecule	CRFBP-R2 block	M5 antag	M5 PAM	M5 ag	CRFBP-R2 agonist	CHRM4 agonist	CHRM1 PAM	CHRM4 PAM	M4 antag
Cn1ncc(Br)c1NC(=O)c1ccco1	13	-5	3	-5	0.3	1	11	6	-7
Cc1cc(C)nc(N(C#N)Cc2cccc(Cl)c2)n1	-12	1	7	-2	-1.8	-2	8	-2	-2
Cc1noc(C)c1NC(=O)N(C)C[C@H]1Oc2c(NC(=O)C3CCCCC3)cccc2C(=O)N([C@H](C)CO)C[C@@H]1C	2	-9	1	0	-3.3	0	4	7	-8

(more compounds)
Molecule	CRFBP-R2 block	M5 antag	M5 PAM	M5 ag	CRFBP-R2 agonist	CHRM4 agonist	CHRM1 PAM	CHRM4 PAM	M4 antag
CN1CCN(CCNC(=O)c2cc3c(=O)n(C)c4ccccc4c3n2C)CC1	34	8	-4	0	3.6	0	3	0	0
CCN1/C(=C2\OC(=S)N(C)C2=O)C=Cc2ccccc21	0	0	9	3	0.2	1	11	5	-4
COc1ccc(NC(C)=O)cc1S(=O)(=O)NC1CCSc2ccccc21 (stereo unspecified)	-2	6	-1	-2	-0.5	1	2	-1	-3
Cc1cc(=O)oc2c1c(C(F)(F)F)nn2-c1ccccc1	33	15	1	-5	-0.6	-1	5	6	0
CCCCNCc1cc(Cl)c(OCCC)c(OCC)c1	-31	-2	-3	0	-2.6	6	-1	-3	-9
CCc1ccccc1NC(=O)c1cccs1	8	3	1	-1	-0.1	0	12	-2	10
CCCCN1C(=O)c2ccc(C(=O)Nc3cccnc3)cc2C1=O	-2	-10	4	2	-1.2	4	5	2	-11
Cc1ccc(-n2c(C)cc3c2CC(C)(C)CC3=O)cc1C	-1	0	0	0	-0.1	-3	7	4	10
CC(C)(C)OC(=O)N(Cc1ccccc1)Cc1ccccc1OCc1cccc(NC(=O)C2CC2)c1	4	-9	-5	1	2.6	0	-7	-8	-13
NS(=O)(=O)c1ccc(NC(=O)COC(=O)CCCN2C(=O)c3cccc4cccc(c34)C2=O)cc1	-5	6	-1	-4	-1.9	6	3	1	-8
Cc1ccc(CCC(=O)Nc2ccc(Br)cc2)o1	1	-6	-1	-6	0.0	1	0	-3	-19
CCCC(=O)Nn1cnc2c(c1=O)C1(CCCCC1)Cc1ccccc1-2	-8	6	-3	-6	-1.7	0	-6	-3	4
CN(CC(=O)Nc1ccc(F)cc1)C(=O)c1ccncc1	-9	-2	-3	-3	-0.3	1	1	4	-10
Cc1c(Br)c([N+](=O)[O-])nn1CC(=O)Nc1nccs1	0	6	4	1	0.8	3	3	12	3
CCCOc1ccc(CNC(=O)C2CCN(c3nnc(N4CCCC4=O)s3)CC2)cc1	-6	-10	5	-2	3.0	1	3	7	-22
Nc1ncnc2c1ncn2C1CCCC(CO)O1 (stereo unspecified)	-13	-4	5	5	2.6	1	5	8	-17
O=C(O)c1ccc(/C=C2\CCCc3c2nc2ccccc2c3C(=O)O)cc1	-8	1	12	0	0.4	0	8	-1	6
Cc1ccc(-n2nc3ccc(NC(=O)/C=C/c4ccco4)cc3n2)cc1	-20	-3	5	3	0.8	1	7	-1	-13
Cn1c(=O)c2c(nc(NCCNC(=O)c3ccco3)n2Cc2ccc(Cl)cc2Cl)n(C)c1=O	-9	4	-5	0	0.0	0	2	4	0
O=C(N/N=C/c1cccc(Oc2ccccc2)c1)c1ccccc1F	/	-10	1	-6	/	1	10	2	-10
O=C(CCC1CCCN(C(=O)c2cccnc2)C1)NCc1ccccc1F (stereo unspecified)	9	-4	6	0	0.6	1	5	2	-14
CCOC(=O)c1sc2c(c1C)c(=O)c(C(=O)OCC)cn2CC	-13	4	-2	-1	-4.5	1	4	5	-5
Nc1cc2nc[nH]c2cc1N	-29	-13	0	0	8.0	-1	-11	6	-17
Cc1cc(C)n2ncc(C(=O)NCc3ccccc3)c2n1	12	20	31*	0	1.6	1	8	4	-5
CCOC(=O)c1csc(NC(=O)CC2CCCC2)n1	-29	5	3	8	3.6	7	9	5	-3
CCC(Oc1ccc2c(c1)C(=O)CC(C)(C)O2)C(=O)NCCN1CCCCCC1 (stereo unspecified)	2	-4	6	-8	-0.2	1	-9	-10	7
CC[C@H](C)C(C(=O)N1CCN(C(=O)OC(C)(C)C)CC1)n1cc(C(Cc2ccc(O)cc2)NC(=O)OC(C)(C)C)nn1 (stereo partly specified)	-2	6	-26	5	-6.6	23	-9	-11	2
CC(=O)Nc1ccc(CN2CCC2(C)C(=O)NC2CCN(Cc3ccccc3)CC2)cc1 (stereo unspecified)	/	1	-1	-3	/	1	-2	0	-9
Cn1cc(CN2CCN(c3ccc(Cl)cn3)CC2)c(-c2ccccc2F)n1	-10	5	5	-7	-1.7	3	7	-1	-7
Cc1ccccc1-n1c(SCC(=O)Nc2ccccc2)nc2nc3c(cc2c1=O)CCCC3	-15	13	-14	-2	-1.4	4	-5	-3	8
CCn1ccc(C(=O)Nc2ccccc2SC)n1	-5	-14	15	4	-1.8	1	11	14	-6
Cc1ccc(NC(=O)CSc2nnc(C3CC3)n2C)cc1S(=O)(=O)N1CCCCC1	-1	-5	3	3	-1.0	2	3	3	-3
O=C(C1=C[C@H](C2CC2)C[C@H](OCCCCO)O1)N1CCOCC1	-4	-13	7	6	2.5	0	20	15	-10
O=C1c2ccccc2C(=O)N1CCOc1ccc(F)cc1	8	-10	-3	12	-1.4	0	6	-2	0
COc1ccc(-c2nc(N3CCCC3)[nH]c(=O)c2C#N)cc1	8	-2	5	-1	-1.0	1	7	1	5
Cc1ccc(Oc2nnc(-c3cccs3)c3ccccc23)cc1	-11	-5	2	-3	-1.8	0	2	7	-2
CC(C)c1c(O)nc(SCCC(=O)O)[nH]c1=O	8	-7	1	-1	-0.2	0	9	4	7
COC(=O)NCc1cccc(CNC(=O)OC)c1	-4	2	0	3	-0.6	1	8	14	-4
S=C(Nc1ccc(Cl)cc1)N(CCCN1CCOCC1)Cc1cccs1	0	15	-3	-14	-1.2	1	-25	-12	7
Cc1nonc1NC(=O)CSc1nc2cc(Cl)ccc2c2c1CCCC2	-24	-3	3	0	4.4	0	3	7	2
COc1ccc(OCC(=O)Nc2ccc(NC(=O)c3ccco3)c(C)c2)cc1	-9	14	-1	-5	-1.3	5	5	0	-20
C=CCCCN(Cc1ccccc1)S(=O)(=O)c1ccccc1Br	11	13	-19	-7	1.3	0	-1	-6	0
CN(Cc1ccc(-n2cccn2)cc1)Cc1nc(-c2cnccn2)no1	14	2	8	-2	-0.8	1	15	1	-3
Cc1nc(CC(C)C)cc(C(=O)N2CCCC(CNS(=O)(=O)c3cccs3)C2)n1 (stereo unspecified)	3	11	6	4	1.8	0	8	0	-3
